Vif inh: inhibitors of HIV Vif | inhibition, % at 7.49 µM | 0.35% of 340,000 active | HEK293T cells, Vif self-association by quenched fluorescence, imaging, 24 h; in the data active = inhibition above about 50%, passing the limit was not always enough; note: some results filed as inactive read as strong as hits
ABHD5 PLIN5 PPI: blocks binding of human ABHD5 to perilipin-5; 0.78% of 360,000 active; inhibition, % at 4 µM; Q00G26+Q8WTS1; Split G. princeps luciferase complementation, luminescence, 4 h;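 active = inhibition above the mean inhibition across every tested compound plus 3 SD, cut at about 22% in these data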;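 note: 0% = DMSO only wells and the 100% control is not disclosed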
Target sequence (Q00G26 whole entry, looked up): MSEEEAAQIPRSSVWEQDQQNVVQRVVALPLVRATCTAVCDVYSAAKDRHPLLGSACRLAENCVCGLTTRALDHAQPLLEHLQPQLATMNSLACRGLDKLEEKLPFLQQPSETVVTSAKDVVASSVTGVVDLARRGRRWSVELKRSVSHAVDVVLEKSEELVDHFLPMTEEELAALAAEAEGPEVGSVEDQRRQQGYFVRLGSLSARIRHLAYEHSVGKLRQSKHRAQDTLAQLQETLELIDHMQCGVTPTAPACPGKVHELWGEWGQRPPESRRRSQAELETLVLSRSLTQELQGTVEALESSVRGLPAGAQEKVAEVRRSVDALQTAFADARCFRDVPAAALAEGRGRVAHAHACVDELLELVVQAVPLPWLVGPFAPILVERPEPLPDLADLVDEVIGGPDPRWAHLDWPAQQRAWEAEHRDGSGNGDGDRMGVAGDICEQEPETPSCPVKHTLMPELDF
Target sequence (Q8WTS1 whole entry, looked up): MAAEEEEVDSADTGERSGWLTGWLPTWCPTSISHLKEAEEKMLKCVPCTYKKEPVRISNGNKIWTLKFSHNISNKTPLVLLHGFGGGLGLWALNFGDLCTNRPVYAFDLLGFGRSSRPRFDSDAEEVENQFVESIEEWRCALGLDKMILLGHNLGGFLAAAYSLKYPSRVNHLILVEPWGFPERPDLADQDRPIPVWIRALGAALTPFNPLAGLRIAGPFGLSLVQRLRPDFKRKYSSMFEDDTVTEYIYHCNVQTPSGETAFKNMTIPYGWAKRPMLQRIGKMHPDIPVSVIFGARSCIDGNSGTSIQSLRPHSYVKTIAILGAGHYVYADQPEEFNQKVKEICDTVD
aDG glyco up: alpha-DG glycosylation activation; Pro5-aDG cells, alpha-DG glycosylation AlphaScreen (IIH6); 0% Pro5, 100% B10-LARGE cell signal; activation, % at 10 µM; 0.22% of 360,000 active; AID 624168;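 active = activation of at least 8% versus controls, or a plate z-score of at least 8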;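 note: Pro5 are CHO cells carrying HIG-tagged alpha-DG that lacks glycosylation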
ABCB6 inh 2: blocks the human ABCB6 transporter; Q9NP58; K562-ABCB6 porphyrin accumulation, flow cytometry, 1 h; stronger effect = lower value; fluorescence ratio to DMSO, % at 10 µM; 0.19% of 360,000 active; AID 602162;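 active = fluorescence ratio to DMSO below 75%, the collection mean minus 3 SD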;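 note: signal is porphyrin accumulated inside mitochondria; 100% equals median channel fluorescence of DMSO control wells; lower ratio means ABCB6 inhibition with less porphyrin fluorescence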
TLR9-MyD88 block: TLR9-MyD88 interaction inhibition. CHO BLA complementation TLR9-MyD88, CCF4 FRET ratio. Q9NR96+Q99836. 0.21% of 340,000 active. inhibition, % at 4.98 µM. AID 504734;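 active = inhibition above the mean over all tested compounds plus 3 SD, cut at about 21% in these data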;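 note: 0% = DMSO only wells and 100% = clavulanate BLA inhibitor control wells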
Granule exo inh: lytic granule exocytosis inhibition. inhibition, % at 10 µM. AID 651702. TALL-104 LAMP-1 surface exposure, flow cytometry; cells stimulated with thapsigargin and PMA. 0.66% of 360,000 active;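 active = inhibition above about 55%, limit read from the data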
MC4R antagonist: human MC4R antagonism in cAMP assay; P32245; MC4R-expressing cells, MTII-stimulated cAMP, LANCE TR-FRET; inhibition, % at 6.5 µM; 0.48% of 360,000 active;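 active = inhibition above its plate's cutoff, the mean of tested wells on that plate plus 3 SD, cut at about 29% in these data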;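 note: 0% = Melanotan II alone and 100% = Melanotan II plus saturating MCL0020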
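Assay system: U2OS cells stably expressing human melanocortin 4 receptor (MC4R) / Dosing: 6.5 µM / Timing: compound 30 min, challenge 1 h, detection 1 h / Measured by: Eu-cAMP/anti-cAMP TR-FRET, emission 671 nm / Replicates: singlicate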
MC4R ag barr: activates human MC4R beta-arrestin recruitment. P32245. 0.98% of 360,000 active. U2OS MC4R beta-arrestin complementation, luminescence; percent of melanotan II response, DMSO zero. activation, % at 8.9 µM;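 active = activation above a per-plate cutoff, the mean activation of sample wells on that plate plus 3 SD, cut at about 8% in these data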
NOD2-RIPK2 inh: blocks binding of human NOD2 to RIPK2; 0.38% of 360,000 active; inhibition, % at 4.98 µM; CHO BLA complementation NOD2-RIPK2, CCF4 ratio; O43353; in the data active = inhibition above about 21%;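 note: 0% = vehicle only and 100% = reference blocker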
N-glyco inh: blocks N-linked glycosylation in D54 reporter cells | reporter increase, % at 12.5 µM | D54 ERlucT glycosylation luciferase reporter, 24 h; percent of 100 nM tunicamycin response | 0.23% of 360,000 active;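 active = mean luciferase reporter signal, scaled so untreated is 0 and the glycosylation-blocking control 100, at or above a set limit in every replicate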;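 note: luciferase carries N-glycosylation sites so blocking glycosylation raises the light; 0% = median of neutral control wells and 100% = median of 100 nM tunicamycin wells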
* hit, by the source's call; / = no result given. A portion of the library; count on the stated rates, not on these rows.

SMILES	Vif inh	ABHD5 PLIN5 PPI	aDG glyco up	ABCB6 inh 2	TLR9-MyD88 block	Granule exo inh	MC4R antagonist	MC4R ag barr	NOD2-RIPK2 inh	N-glyco inh
CC1CCN(C(=O)Cn2cc(C(F)(F)F)ccc2=O)c2ccccc2S1 (stereo not given)	2.9	2.7	0.1	93.0	8.1	10.7	2.8	-1.4	6.3	-0.4
O=C(CCN1C(=O)c2ccccc2C1=O)Nc1cccc(O)c1	6.1	0.7	0.3	96.0	-3.8	-11.0	15.8	1.0	-4.0	1.1
CCOc1ccc(C(=O)NCC(=O)OCc2nnc(-c3ccccc3)o2)cc1OCC	13.6	-5.7	0.0	103.0	-11.0	-5.1	20.5	0.1	-3.8	0.3
Cc1ccc(SCC(=O)OCC(=O)NCCc2ccccc2)cc1C	-2.2	4.3	-0.2	104.0	-18.5	2.9	14.4	2.6	-7.4	2.8
Cc1ccc(C(=O)OCC(=O)N2CC(C)OC(C)C2)cc1 (stereo not given)	35.5	4.0	0.0	88.0	-6.7	-9.1	2.7	-1.6	-5.7	0.6
CCCCC(=O)Oc1ccccc1C1SCc2cc(C)c(C)cc2CS1	-15.2	-3.3	-0.2	88.0	3.6	1.7	-1.4	4.0	0.5	1.4
CCOC(=O)CCNC(=O)N1CCCC(CNS(=O)(=O)Cc2ccccc2)C1 (stereo not given)	1.0	6.5	0.3	100.0	14.0	-2.6	13.1	-0.8	-4.2	1.0
COc1cc(C(=O)N(C)C2CCCCC2)ccc1OC1CCN(C(C)=O)CC1	11.2	-1.6	0.0	97.0	4.0	1.4	-0.5	-2.1	2.6	-0.2
O=C(c1ccccc1F)N1CCN(C(=O)C2CC2)CC1	-5.5	-4.6	0.5	87.0	-7.5	-5.1	11.8	2.5	-0.9	0.6
CC1CCN(C(=O)CN(CCc2ccccc2)S(C)(=O)=O)CC1	9.6	-4.7	-0.1	89.0	-4.8	2.7	-2.1	-0.2	3.9	1.2
C[C@@H]1CN([C@@H](C)CO)C(=O)CCCn2nncc2CO[C@H]1CN(C)S(=O)(=O)c1cccc(C#N)c1	1.4	-8.1	-0.2	99.0	-0.6	9.2	5.6	-1.3	-6.5	0.5
CNC(=O)/C(C#N)=C/c1c(N(Cc2ccccc2)Cc2ccccc2)nc2ccccn2c1=O	-1.2	3.4	0.0	95.0	8.1	-5.2	1.2	0.7	2.3	0.6
CC(=O)Nc1cc(Cl)ccc1OS(=O)(=O)c1ccc(C)cc1	-17.8	0.8	0.2	95.0	2.9	-4.6	-5.0	-2.5	7.4	-0.9
S=c1nc(-c2ccccc2)oc2c1CCCC2	4.0	-1.2	-0.5	97.0	15.8	-4.4	10.7	-1.1	-7.5	-1.1
Cc1ccc2c(c1)N(C(=O)CCC(=O)N1CCOCC1)CC(C)O2 (stereo not given)	-1.5	-3.5	-0.1	96.0	-8.3	11.9	17.3	1.3	3.0	0.5
Cc1noc(C)c1NC(=O)N(C)C[C@H]1Oc2ccc(NS(=O)(=O)c3cccs3)cc2C(=O)N([C@H](C)CO)C[C@@H]1C	-5.0	-7.6	-0.1	105.0	-11.2	-1.8	3.2	1.6	1.7	0.7
Cc1cc(C(=O)NNC(=O)c2ccccc2F)c2ccccc2n1	3.0	8.9	0.0	99.0	6.8	1.6	1.9	-1.0	-1.7	0.4
CCCCc1nnc(NC(=O)Cc2ccc(S(=O)(=O)N3CCOCC3)s2)s1	-2.7	0.8	-0.1	89.0	-5.7	8.8	-0.3	-1.5	-8.0	2.7
COc1ccc(-c2nnc(SCC(=O)N/N=C/c3ccccc3C(=O)O)n2-c2ccc(Cl)cc2)cc1	-2.4	1.4	0.1	97.0	-2.2	-0.8	10.3	-1.9	-5.1	0.0
COc1ccc(S(=O)(=O)N2CCN(c3ccccc3OC)CC2)cc1OC	1.5	1.0	0.0	88.0	-3.0	2.3	8.5	-0.7	-2.7	0.6

Some of the entries so far, with values under each structure.
Every second line gives: Vif inh	ABHD5 PLIN5 PPI	aDG glyco up	ABCB6 inh 2	TLR9-MyD88 block	Granule exo inh	MC4R antagonist	MC4R ag barr	NOD2-RIPK2 inh	N-glyco inh
CNC(=O)/C(C#N)=C/c1c(N(Cc2ccccc2)Cc2ccccc2)nc2ccccn2c1=O
 : -1.2	3.4	0.0	95.0	8.1	-5.2	1.2	0.7	2.3	0.6
CC(=O)Nc1cc(Cl)ccc1OS(=O)(=O)c1ccc(C)cc1
 : -17.8	0.8	0.2	95.0	2.9	-4.6	-5.0	-2.5	7.4	-0.9
S=c1nc(-c2ccccc2)oc2c1CCCC2
 : 4.0	-1.2	-0.5	97.0	15.8	-4.4	10.7	-1.1	-7.5	-1.1
Cc1ccc2c(c1)N(C(=O)CCC(=O)N1CCOCC1)CC(C)O2 (stereo not given)
 : -1.5	-3.5	-0.1	96.0	-8.3	11.9	17.3	1.3	3.0	0.5
Cc1noc(C)c1NC(=O)N(C)C[C@H]1Oc2ccc(NS(=O)(=O)c3cccs3)cc2C(=O)N([C@H](C)CO)C[C@@H]1C
 : -5.0	-7.6	-0.1	105.0	-11.2	-1.8	3.2	1.6	1.7	0.7
Cc1cc(C(=O)NNC(=O)c2ccccc2F)c2ccccc2n1
 : 3.0	8.9	0.0	99.0	6.8	1.6	1.9	-1.0	-1.7	0.4

Next part:
SMILES	Vif inh	ABHD5 PLIN5 PPI	aDG glyco up	ABCB6 inh 2	TLR9-MyD88 block	Granule exo inh	MC4R antagonist	MC4R ag barr	NOD2-RIPK2 inh	N-glyco inh
O=C(Cc1ccc(Cl)cc1Cl)Nc1ccc(OC(F)F)c(Cl)c1	0.7	-17.3	0.6	98.0	-0.5	0.9	7.8	0.7	6.0	-5.9
Cc1ccc(Nc2cc(C)c(O)c(C)c2)cc1	1.6	-2.8	0.6	101.0	1.2	67.3*	3.2	-1.7	-3.5	8.3
CCN(CC)CCCNC(=O)c1cc(Nc2ccc(OC)cc2)nc2ccccc12	9.5	-7.7	0.1	96.0	-8.9	8.3	-0.8	-2.5	-2.2	-9.8
CC1(c2ccc3ccccc3c2)NC(=O)N(CC(=O)Nc2ncccc2O)C1=O (stereo not given)	19.6	-16.2	-0.1	89.0	-1.0	-0.6	-6.0	-1.2	-7.9	3.4
Cc1ccc(C(=O)NC(c2ccccc2)C(Cl)Cl)cc1 (stereo not given)	-0.7	-2.3	0.1	99.0	4.5	0.9	11.9	-1.8	3.8	-1.6
O=[N+]([O-])c1ccc(-c2ncc(-c3ccc(Br)cc3)o2)cc1	-2.8	-1.2	-0.3	96.0	11.9	-2.9	24.7	5.5	-6.0	5.2
C=CCOc1ccc(C(=O)O)cc1Cl	1.3	1.7	0.3	97.0	3.5	-1.1	1.2	-2.0	-11.4	1.8
COc1ccc(NC(=O)CSc2ccc(-c3cccnc3)nn2)c(OC)c1	5.6	-1.0	0.1	102.0	-0.1	6.0	1.1	0.2	-1.9	1.1
COc1ccc2c(c1)CCc1c(C(=O)NCc3ccc(Cl)cc3)noc1-2	25.6	0.8	-0.1	99.0	5.2	-2.7	8.9	-1.6	3.3	1.6
O=C(NN=C1CCN(Cc2ccccc2)CC1)c1cc(Br)ccc1O	/	2.5	-0.2	105.0	-0.5	-1.3	6.9	-2.7	-0.2	3.1
O=S(=O)(Nc1ccc(Oc2ncccn2)c(Cl)c1)c1ccc(Cl)cc1	0.0	4.6	0.0	94.0	1.2	-1.5	4.1	-2.1	-5.7	-0.4
O=C(CCCC(=O)OCC(=O)c1cccs1)Nc1ccc(Oc2ccccc2)cc1	-1.0	-8.0	-0.3	97.0	0.6	-1.3	-7.9	0.2	13.6	0.4
COC(=O)c1cc(NC(=O)c2ccc([N+](=O)[O-])cc2)c(=O)oc1C	-7.5	-7.2	0.1	91.0	3.8	-2.9	2.4	-2.2	-3.8	-0.6
Cc1cc(C)c2cc3c(N)c(C(=O)N4CCOCC4)sc3nc2c1	-3.2	-8.7	0.1	103.0	-8.9	-4.1	0.4	2.3	-9.4	4.2
O=c1nc2n(c3ncccc13)CCCCC2	-0.9	-4.2	-0.3	94.0	4.0	7.2	15.4	-0.3	-5.5	2.7
COc1ccc(-c2cc(=O)oc3c(C)c(OCC(=O)NCC4CCC(C(=O)O)CC4)ccc23)cc1 (stereo not given)	-9.7	4.9	-0.2	97.0	4.9	9.5	5.2	-0.2	8.5	2.2
COC(=O)Cc1cc(=O)[nH]c(/N=C(\N)Nc2ccc(C)cc2C)n1	-0.4	2.2	-0.1	101.0	-6.5	-3.3	1.3	0.0	1.3	-0.2
Cc1cc(C(=O)CN2C(=O)NC(CC(C)C)C2=O)c(C)n1C1CC1 (stereo not given)	11.2	3.5	0.0	97.0	-2.7	15.0	-1.1	1.3	-13.8	1.1
O=C(CNC(=O)c1ccccc1F)N/N=C/c1cccnc1	10.0	3.4	-0.1	101.0	7.3	0.8	-0.3	-1.0	-4.0	2.0
O=C(O)c1ccc(-c2nc3ccccc3s2)o1	7.6	1.0	-0.1	104.0	-3.2	-8.7	7.1	-2.2	6.9	-3.5
COc1cccc(/C=N/N2CCN(Cc3ccccc3)CC2)c1O	-2.9	2.8	0.1	102.0	10.0	-9.6	1.3	-0.4	-4.3	0.5
Cc1ccc(C(=O)N/C(=C\c2cn(C)c3ccccc23)C(=O)NCCN2CCOCC2)cc1	-4.6	-6.7	1.4	97.0	8.6	30.2	-0.8	-1.9	-6.5	0.3
C=CCSc1nc2ccccc2c(=O)n1C1CCOC(C)(C)C1 (stereo not given)	-0.3	-5.6	0.1	92.0	-4.2	20.6	34.4*	5.6	-1.8	2.4
O=C(Nc1ccc(S(=O)(=O)Nc2cnc3ccccc3n2)cc1)c1ccc(Cl)c([N+](=O)[O-])c1	13.5	-12.0	0.0	99.0	-8.3	-8.8	11.5	0.7	-4.5	0.6

Rewritten in markdown: 2 of the compounds above
| Molecule | Vif inh | ABHD5 PLIN5 PPI | aDG glyco up | ABCB6 inh 2 | TLR9-MyD88 block | Granule exo inh | MC4R antagonist | MC4R ag barr | NOD2-RIPK2 inh | N-glyco inh |
| --- | --- | --- | --- | --- | --- | --- | --- | --- | --- | --- |
| COc1cccc(/C=N/N2CCN(Cc3ccccc3)CC2)c1O | -2.9 | 2.8 | 0.1 | 102.0 | 10.0 | -9.6 | 1.3 | -0.4 | -4.3 | 0.5 |
| Cc1ccc(C(=O)N/C(=C\c2cn(C)c3ccccc23)C(=O)NCCN2CCOCC2)cc1 | -4.6 | -6.7 | 1.4 | 97.0 | 8.6 | 30.2 | -0.8 | -1.9 | -6.5 | 0.3 |
